# Bioassay records: PubChem BioAssay, National Center for Advancing Translational Sciences (NCATS)
# USP2a block – blocks human ubiquitin-specific protease USP2a; AID 463254; USP2 core, Ub-CHOP2 coupled fluorogenic reporter, 485/531; 0.01% of 330,000 active; Potency, µM (doses to about 38.3 µM), for inactives: at the highest dose activity change, negative = inhibition, actives largely listed as inhibitors;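 further: potency means the concentration at half of the fitted maximal effect; plate controls were DMSO wells for no effect and full inhibition by NEM control for full effect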
#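 Deubiquitinase activity read as fluorescence (485/531 nm) after Ub-CHOP2 cleavage activates the enterokinase reporter on its substrate; USP2 core 10nM, Ub-CHOP2 and substrate 25nM each, 30min compound preincubation then 60min RT; data normalized to NEM, curves fitted.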
# hERG WT inh – inhibitors of human wildtype KCNH2 potassium channel. Q12809. U2OS, BacMam KCNH2, thallium flux FluxOr; active compounds read low. activity change, % at 1.84 µM. 0.37% of 340,000 active;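 active means maximum activity change below -70%; inconclusive means maximum activity change between -70% and -50%; inactive means maximum activity change above -50%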; further: on the % scale 0 is the no-effect control and ±100 the full control effect
#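 U2OS cells transduced with wild-type KCNH2 virus are loaded with FluxOr dye for 45 min, and thallium flux is measured in kinetic reads before and after stimulation buffer. Rate constants are normalized to DMSO controls.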
# Menin-MLL TR inh – displaces Texas Red mutant MLL peptide from human menin; O00255; Menin + Texas Red MLL mutant peptide, fluorescence polarization; Potency, µM (series often up to 61.6 µM), for the others: at the highest dose FP activity change, negative = inhibition, most hits filed as inhibitors; 0.23% of 270,000 active; AID 1768; active means well fitted inhibition curve with a large enough effect in the polarisation, with a control signal flat, not every such curve was filed as active; inconclusive means small, poorly fitted or top-dose-only effect, or effect the other way, or a change in a side signal; inactive means no such curve, though single readings can be large or run the other way; the % refers to the polarisation; further: potency means the concentration at half of the fitted maximal effect; % of control where 0% means no effect; many of its hits are not listed in these tables
# Target sequence (O00255 whole entry, looked up): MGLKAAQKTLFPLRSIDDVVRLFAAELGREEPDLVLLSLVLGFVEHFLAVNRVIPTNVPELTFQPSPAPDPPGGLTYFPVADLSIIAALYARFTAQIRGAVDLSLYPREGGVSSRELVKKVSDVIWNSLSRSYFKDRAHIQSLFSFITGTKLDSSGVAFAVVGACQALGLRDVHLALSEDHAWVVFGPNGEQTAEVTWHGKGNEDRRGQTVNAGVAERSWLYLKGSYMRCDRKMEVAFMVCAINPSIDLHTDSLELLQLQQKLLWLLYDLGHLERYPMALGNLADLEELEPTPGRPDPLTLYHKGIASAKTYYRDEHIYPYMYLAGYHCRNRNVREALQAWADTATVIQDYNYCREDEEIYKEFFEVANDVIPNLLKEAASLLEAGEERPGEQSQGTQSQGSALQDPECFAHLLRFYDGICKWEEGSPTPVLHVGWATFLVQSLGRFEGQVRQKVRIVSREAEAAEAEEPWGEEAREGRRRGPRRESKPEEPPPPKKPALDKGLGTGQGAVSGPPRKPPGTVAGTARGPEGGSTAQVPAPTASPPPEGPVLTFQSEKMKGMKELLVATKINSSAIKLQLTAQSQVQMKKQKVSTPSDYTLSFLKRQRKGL
# Mito fusion act – mitochondrial division inhibition or fusion activation. S. cerevisiae fusion-defective mutant growth rescue, CellTiterGlo 48 h. Potency, µM (series often up to 46.1 µM), inactives show top-dose growth rescue (activation), hits mostly activators. 0.23% of 320,000 active. AID 485298;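 further: potency means the concentration at half of the fitted maximal effect; % of control where 0% means no effect; nearly all actives have a fitted effect of over 45% in size; temperature-sensitive fusion mutants such as fzo1-1 at 37 °C on non-fermentable ethanol glycerol medium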
#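 Temperature-sensitive fusion-defective S. cerevisiae (e.g. fzo1-1, mgm1-5) were grown with compound in YPEG medium (3% ethanol, 3% glycerol) for 48 hours at 37C. Growth rescue was measured as viability by CellTiterGlo luminescence after 10 minutes at ambient.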
# Chronic BCR inh – blocks chronic active B-cell receptor signaling; ABC-DLBCL IkBa-CBG/CBR reporter, luminescence ratio, 4 h; Potency, µM (series often up to 46.1 µM), inactives show at the highest dose ratio change, negative = lower green/red ratio, usual class: inhibitors; 0.05% of 340,000 active; AID 493014; active means well fitted inhibition curve with a large enough effect in the signal ratio, with a control signal flat, not every such curve was filed as active; inconclusive means small, poorly fitted or top-dose-only effect, or effect the other way, or a change in a side signal; the % refers to the signal ratio;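 further: potency means the concentration at half of the fitted maximal effect; plate controls were basal doxycycline-induced cells for no effect and cells given 10 µM MG132 for full effect; MG132 reads +100%, hits lower the ratio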
#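 Doxycycline induced both beetle luciferases in TMD8 lymphoma cells; IKK-driven degradation limits the IkappaBalpha-fused green signal, while red luminescence normalises for cell number and nonspecific effects. Compounds tested up to 46 uM, 4 hrs.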
# S-ASM inh – inhibitors of human secretory acid sphingomyelinase | P17405 | 0.006% of 340,000 active | placental ASM, HMU-PC fluorogenic substrate, 60 min | Potency, µM (series often up to 57.5 µM), inactives show top-dose activity change, negative = inhibition, usual class: inhibitors; further: potency means the concentration at half of the fitted maximal effect
#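 qHTS format. ASM enzyme prepared from human placenta hydrolyses the fluorogenic substrate HMU-PC0 (9 uM final) over 60 min at 37 °C after a 10 min compound preincubation.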
# MBNL1 CUG block – inhibitors of human MBNL1 binding to CUG repeat RNA. Q9NR56. TR-FRET MBNL1-His/biotin-(CUG)12 binding, 665/545 ratio. Potency, µM (top dose mostly 57.5 µM), for inactives: at the top dose activity change, negative = inhibition, hits mostly inhibitors. 0.036% of 280,000 active. AID 2675; active means well fitted inhibition curve with a large enough effect in the signal ratio, with a control signal flat, not every such curve was filed as active; inconclusive means small, poorly fitted or top-dose-only effect, or effect the other way, or a change in a side signal; inactive means no such curve, though single readings can be large or run the other way; the % refers to the signal ratio; further: potency means the concentration at half of the fitted maximal effect; on the % scale 0 is the no-effect control and ±100 the full control effect
# Target sequence (Q9NR56 whole entry, looked up): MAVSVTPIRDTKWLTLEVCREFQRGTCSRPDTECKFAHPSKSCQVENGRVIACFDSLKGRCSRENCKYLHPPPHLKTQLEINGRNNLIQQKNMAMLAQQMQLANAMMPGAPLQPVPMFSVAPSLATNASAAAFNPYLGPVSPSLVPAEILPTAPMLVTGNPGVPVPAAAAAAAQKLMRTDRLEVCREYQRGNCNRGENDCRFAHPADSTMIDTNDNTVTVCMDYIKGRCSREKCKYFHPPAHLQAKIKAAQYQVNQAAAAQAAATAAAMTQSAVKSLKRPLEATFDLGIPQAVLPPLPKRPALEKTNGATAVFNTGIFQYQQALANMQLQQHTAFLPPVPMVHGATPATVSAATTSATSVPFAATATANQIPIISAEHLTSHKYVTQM
#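 TR-FRET between His-tagged MBNL1 and biotin-(CUG)12 RNA, detected with Tb anti-His antibody (0.055 ng/ul) and streptavidin-XL665 (5 nM), 60 min at room temperature. Compounds titrated 92 nM to 58 uM; 665/545 nm ratio normalized to buffer and complex controls.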
# PKM2 act – PKM2 (human) enzyme activation; 0.34% of 260,000 active; AID 1631; Potency, µM (highest dose often 57.5 µM), without a hit: top-dose activation, hits mostly activators; P14618; purified PKM2, Kinase-Glo ATP luminescence, activation; response scale: 0% is enzyme alone, no compound; further: potency means the concentration at half of the fitted maximal effect; on the % scale 0 is the no-effect control and ±100 the full control effect; nearly all actives have a fitted effect of over 55% in size
#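 Purified hPK-M2 (>95%) run at intermediate activity with 0.1 mM ADP and 0.5 mM PEP in 50 mM imidazole pH 7.2, KCl, MgCl2; 1 h room temperature. ATP formed read by Kinase-Glo luminescence; normalized to uninhibited and no-enzyme controls.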
# Eya2 phos inh – inhibitors of human Eya2 phosphatase activity | O00167 | recombinant Eya2, OMFP fluorescence dephosphorylation (OMFP is methylfluorescein phosphate) | Potency, µM (titrated, usually from 76.9 µM), without a hit: at the top dose activity, negative = inhibition, usual class: inhibitors | 0.006% of 330,000 active | AID 488837; further: potency means the concentration at half of the fitted maximal effect; on the % scale 0 is the no-effect control and ±100 the full control effect
#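 Eya2 protein (added as 0.2 uM solution) was preincubated with compound for 10 min at ambient temperature in 50 mM HEPES pH 7.5, 50 mM NaCl, 5 uM MgCl2, 0.05% BSA, 1 mM DTT. OMFP (added at 50 uM) then reacted 10 min; fluorescence read at 485/525 nm.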
# GALK inh – inhibitors of human galactokinase; 0.007% of 270,000 active; AID 1868; Purified GALK, Kinase-Glo residual ATP luminescence; Potency, µM (highest dose often 57.5 µM), for inactives: at the highest dose activity change, negative = inhibition, usual class: inhibitors; further: potency means the concentration at half of the fitted maximal effect; on the % scale 0 is the no-effect control and ±100 the full control effect
#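 Galactose (100 uM) and ATP (35 uM) were turned over by 5 nM GALK for 1 h at RT. Kinase-Glo Plus then converted the remaining ATP into a luminescent signal.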
# TSHR antag – human thyrotropin receptor antagonism; P16473; TSHR-expressing cells, TSH-stimulated cAMP HTRF, 2 h; active compounds read low; activity change, negative = inhibition, % at 11.5 µM; 0.2% of 330,000 active;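 active means activity change below a set negative limit, meaning inhibition stronger than a set level, cut at about -70% in these data; inconclusive means activity change between two set negative limits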; further: on the % scale 0 is the no-effect control and ±100 the full control effect
#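 Freshly harvested TSHR cells receive pin-tooled compound, then EC80 TSH at 4nM final. After 2 hours at 37 deg C, antibody in lysis buffer and cAMP-d2 are added; 30 minutes at ambient temperature precede the HTRF read.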
# * hit, by the source's call; u = inconclusive; x = not tested or not shown; [ ] = another dose, or the depositor's remark. Unless noted, the call rests on the fitted dose curve; in most records, active means well fitted curve in the direction sought with a large enough effect; inconclusive means small, poorly fitted or top-dose-only effect, or another doubt; inactive means no such curve, though single readings can be large; an effect the other way counts as inactive or inconclusive. Only part of the results is shown; the hit share may differ from the screen's.
cpd	mol	USP2a block	hERG WT inh	Menin-MLL TR inh	Mito fusion act	Chronic BCR inh	S-ASM inh	MBNL1 CUG block	PKM2 act	Eya2 phos inh	GALK inh	TSHR antag
1	Nc1cc(=O)[nH]c(SCC(=O)Nc2ccc(F)c(Cl)c2)n1	1%	1	6%	-6%	u	0%	-2%	-2%	6%	2%	-8
2	Cc1ccccc1Nc1nc(N)nc(COC(=O)c2ccccc2)n1	1%	-8	11%	8%	u	3%	-6%	2%	-8%	-2%	-3
3	Cc1cccc2cc(COC(=O)c3cccc([N+](=O)[O-])c3)c(=O)[nH]c12	2%	5	x	5%	-1%	-1%	7%	0%	4%	0%	-3
4	C/C(=N\NS(=O)(=O)c1ccc(C)cc1)c1cc2ccccc2oc1=O	-2%	-1	7%	3%	7%	-1%	u	-3%	11%	2%	-6
5	CCCSC1=C(C#N)C(c2ccc(O)c(OC)c2)CC(=O)N1 (stereo not drawn)	5%	-10	-6%	1%	-27%	-1%	5%	11%	13%	1%	9
6	O=C(Nc1cccc(F)c1)c1cc(S(=O)(=O)N2CCOCC2)ccc1N1CCCC1	-6%	4	x	0%	u	-1%	x	x	-12%	x	2
7	O=C(NC1CCCCC1)c1ccc(S(=O)(=O)c2ccccc2Cl)c([N+](=O)[O-])c1	6%	x	u	27%	u	x	x	8%	8%	0%	-15
8	COc1ccc(CCNC(=O)C2CCN(Cc3nc(-c4ccccc4F)oc3C)CC2)cc1OC	4%	58	-14%	-1%	0%	11%	3%	1%	5%	2%	4
9	O=C(N/N=C\c1ccc(S(=O)(=O)O)o1)c1ccc2c(c1)OCO2	0%	16	-7%	0%	u	1%	u	2%[11.5 µM]	0%	8%	-6
10	Cc1ccc(C(=O)Nc2cccc(N3C(=O)C4CCC(C)CC4C3=O)c2)cc1 (stereo not drawn)	0%	9	12%	0%	u	-4%	3%	0%	-7%	1%	-3
11	O=C(COc1ccccc1)NCCn1ccc2ccccc21	-1%	-13	15%	0%	1%	0%	0%	7%	1%	-1%	2
12	CCN(CC)C(=O)CSC1=C(C#N)C(c2cccs2)C=C(C)N1 (stereo not drawn)	-1%	-3	-10%	4%	0%	1%	6%	0%	-8%	8%	-10
13	CSc1cccc(NC(=S)N(CCCN2CCCC(C)C2)Cc2cccs2)c1 (stereo not drawn)	0%	-5	-19%	-10%	u	0%	1%	-1%	-4%	-2%	-5
14	CC(=O)Nc1ccc(/C=N/NS(=O)(=O)c2cc(C)ccc2C)cc1	2%	3	x	10%	5%	-3%	7%	-1%	0%	0%	11
15	Cc1cc(Cl)ccc1OCCCC(=O)N1CCOCC1	1%	-6	0%	-4%	u	-1%	-15%	-1%	-15%	0%	-6
16	CCN1CCN(CC(O)COC(c2ccccc2)c2ccccc2C)CC1 (stereo not drawn)	0%	-2	u	-17%	0%	-2%	-4%	x	10%	0%	-4
17	COc1ccc(C2C(Oc3ccccc3)C(=O)N2c2cc(C)ccc2C)cc1OC (stereo not drawn)	1%	5	-6%	12%	-10%	-2%	-1%	-3%	6%	7%	-21
18	O=C(NCc1cccs1)C1CCN(S(=O)(=O)N2CCCC2)CC1	4%	22	12%	1%	-8%	8%	20%	0%	-4%	0%	-5
19	COc1ccccc1CCC(=O)Nc1cccc(S(=O)(=O)N2CCCC2)c1	4%	-2	6%	-1%	-2%	1%	0%	-2%	7%	5%	3
20	CNNC(=S)Nc1cccc(SC)c1	2%	-3	x	-4%	2%	6%	x	0%	4%	-1%	23
21	Cc1ccc(S(=O)(=O)CCC(=O)OCC(=O)c2cc(C)ccc2C)cc1	-2%	17	x	1%	8%	-3%	x	x	-4%	x	-17
22	COc1ccc(N(CC(=O)NCc2cccnc2)S(=O)(=O)c2ccccc2[N+](=O)[O-])c(OC)c1	3%	-2	-2%	-5%	3%	8%	11%	0%	-5%	6%	5
23	CCOC(=O)NC(=O)CSc1nnnn1-c1ccccc1	0%	14	3%	-2%	-1%	0%	5%	6%	-6%	-2%	0
24	COc1ccc(OC)c(NC(=O)CSc2nc3[nH]c(=O)cc(O)c3s2)c1	-1%	9	x	3%	2%	-4%	x	x	22%	x	7
25	COc1cccc(C2C(C(C)=O)=C(O)C(=O)N2Cc2ccco2)c1 (stereo not drawn)	0%	0	10%	-3%	6%	-1%	-5%	5%	1%	-2%	-7

# 5 successive entries already listed, for reference:
cpd	mol	USP2a block	hERG WT inh	Menin-MLL TR inh	Mito fusion act	Chronic BCR inh	S-ASM inh	MBNL1 CUG block	PKM2 act	Eya2 phos inh	GALK inh	TSHR antag
21	Cc1ccc(S(=O)(=O)CCC(=O)OCC(=O)c2cc(C)ccc2C)cc1	-2%	17	x	1%	8%	-3%	x	x	-4%	x	-17
22	COc1ccc(N(CC(=O)NCc2cccnc2)S(=O)(=O)c2ccccc2[N+](=O)[O-])c(OC)c1	3%	-2	-2%	-5%	3%	8%	11%	0%	-5%	6%	5
23	CCOC(=O)NC(=O)CSc1nnnn1-c1ccccc1	0%	14	3%	-2%	-1%	0%	5%	6%	-6%	-2%	0
24	COc1ccc(OC)c(NC(=O)CSc2nc3[nH]c(=O)cc(O)c3s2)c1	-1%	9	x	3%	2%	-4%	x	x	22%	x	7
25	COc1cccc(C2C(C(C)=O)=C(O)C(=O)N2Cc2ccco2)c1 (stereo not drawn)	0%	0	10%	-3%	6%	-1%	-5%	5%	1%	-2%	-7

# The list continues:
cpd	mol	USP2a block	hERG WT inh	Menin-MLL TR inh	Mito fusion act	Chronic BCR inh	S-ASM inh	MBNL1 CUG block	PKM2 act	Eya2 phos inh	GALK inh	TSHR antag
26	CN(C(=O)COC(=O)CCCc1c[nH]c2ccccc12)c1c(N)n(Cc2ccccc2)c(=O)[nH]c1=O	1%	-2	x	0%	-5%	-2%	x	x	1%	x	-16
27	CC(=O)c1ccc(N(CC(=O)Nc2cc(C)on2)S(=O)(=O)c2ccc(C)cc2)cc1	-2%	7	x	x	3%	0%	x	x	-23%	x	-1
28	O=C(Nc1nnc(S(=O)(=O)N2CCCCC2)s1)c1cccc(Br)c1	0%	2	u	-24%	23%	-2%	21%	0%	-1%	x	-45
29	S=C1NCCc2ccc(Cl)cc2C1c1ccccc1 (stereo not drawn)	1%	0	5%	25%	-5%	-1%	-4%	1%	-16%	-3%	-7
30	CC(Nc1nc(-c2ccccc2O)nc2ccccc12)c1ccccc1 (stereo not drawn)	0%	-3	x	u	u	-18%	0%	0%	-3%	3%	3
31	Cc1coc2c(C)c3oc(=O)c(CCC(=O)NCCCN4CCCC4=O)c(C)c3cc12	0%	-11	-13%	-2%	18%	15%	10%	2%	-28%	x	5
32	Nn1c(SCc2ccccn2)nncc1=O	1%	-8	19%	11%	0%	2%	0%	22%	-2%	-1%	-5
33	Cc1ccc(S(=O)(=O)NC2c3cccc4cccc(c34)C2Sc2ncccn2)cc1 (stereo not drawn)	-2%	0	-20%	14µM*	-1%	-6%	7%	-11%	7%	-3%	10
34	O=C(NC1CCCC1)c1cccc(S(=O)(=O)N2CCCCC2)c1	-2%	0	-7%	1%	-5%	-5%	0%	-7%	17%	0%	-11
35	Cc1[nH]c(SCC(=O)c2c(N)n(C)c(=O)n(C)c2=O)nc1Cc1ccccc1	6%	-16	x	x	u	1%	x	x	6%	x	-1
36	O=C(c1cn2ccccc2n1)N1CCCC(Nc2ccc(F)c(F)c2)C1 (stereo not drawn)	1%	0	x	0%	-7%	-3%	5%	-3%	-1%	0%	-6
37	O=C(CCc1nc(-c2ccccc2Cl)no1)NCc1ccco1	2%	-11	-4%	-3%	3%	6%	1%	9%	2%	1%	-1
